Screening data: PubChem, Broad Institute
RAD54 branch: blocks human RAD54 Holliday junction branch migration; inhibition, % at 10.4 µM; 360,000 tested, 0.14% active; FAM/BHQ fluorescence; AID 602329; Q92698;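 active means mean normalized replicate activity at least 40 and at least half of replicates scoring 40 or more; inconclusive means only one of the two criteria met; inactive means mean below 40 and under half of replicates reaching 40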;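 further: 0% = median of neutral control wells and 100% = median of positive control wells; inhibitors cause a drop in the FAM fluorescence signal; in these data hits start at about 50%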
Xi reactivation: reactivates the inactive X chromosome in mouse fibroblasts | XiGFP mouse fibroblasts, % GFP-positive cells imaging, 3 d; cells co-treated with 5-aza-dC sensitizer; scaled so ellipticine positive control = 100% | activation, % at 7.58 µM | 360,000 tested, 0.055% active | AID 743238;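 active means mean normalized replicate activation at least 10% and every replicate at or above 10%; inconclusive means only one of the two criteria met; inactive means mean below 10% and not all replicates reach 10%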;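 further: 0% = median of on-plate neutral control wells and 100% = ellipticine 6 µM median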
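Schedule: 3 d treatment, 15 min room-temperature fixation; system: 68-5-11 XiGFP fibroblast line; buffer or medium: DMEM plus 5-aza-dC sensitizer; control set: ellipticine 6 µM positive control; compound: one concentration, pinned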
S100A4 inh HTS: blocks human S100A4 binding to myosin IIA peptide. 360,000 tested, 0.14% active. inhibition, % at 10.7 µM. S100A4/TAMRA-MyoIIA peptide fluorescence polarization;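 active means mean inhibition of at least 70% across replicates, with every replicate also reaching that level; inconclusive means mean inhibition reaches 70% but some replicates fall short; inactive means mean inhibition below 70%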
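Test system: S100A4 monomer protein; Medium: HEPES pH 7.2 with CaCl2, KCl, NaCl, DTT, Triton; Probe or stimulus: TAMRA-labelled myosin IIA heavy-chain peptide probe, 5 nM; Doses: one dose per compound; Times: polarization read 5 min after assay mix addition, stable 5–60 min; Benchmarks: neutral control DMSO, positive control TFP.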
RAD52 inh: blocks human RAD52 DNA annealing; recombinant RAD52 DNA annealing, FRET fluorescence; inhibition, % at 18.7 µM; 360,000 tested, 0.46% active; AID 651710;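 active means every replicate showing at least 50% inhibition; inconclusive means mean inhibition at least 50% but not in every replicate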
esBAF inh: SWI/SNF esBAF complex inhibition | mouse ES cells, Bmi1-luciferase knock-in reporter, 24 h; 100% = twice the neutral-well signal | reporter increase, % at 12.5 µM | 350,000 tested, 2% active | AID 602393; in the data active means activation above about 40%; inconclusive means no clear call, values can overlap the other calls;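 further: 0% = median of the plate's neutral control wells and 100% = double that signal; a rise in the Bmi1 reporter signal indicates esBAF inhibition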
ERp5 block: inhibitors of human ERp5. Q15084. ERp5 insulin aggregation, absorbance 650 nm, 90 min. inhibition, % at 9.99 µM. 350,000 tested, 0.05% active. AID 651711;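 active means mean replicate inhibition above about 25%, with every replicate also reaching it, limit read from the data, passing the limit was not always enough; inconclusive means only one of those two criteria met; inactive means neither criterion met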
Target sequence (Q15084 whole entry, looked up): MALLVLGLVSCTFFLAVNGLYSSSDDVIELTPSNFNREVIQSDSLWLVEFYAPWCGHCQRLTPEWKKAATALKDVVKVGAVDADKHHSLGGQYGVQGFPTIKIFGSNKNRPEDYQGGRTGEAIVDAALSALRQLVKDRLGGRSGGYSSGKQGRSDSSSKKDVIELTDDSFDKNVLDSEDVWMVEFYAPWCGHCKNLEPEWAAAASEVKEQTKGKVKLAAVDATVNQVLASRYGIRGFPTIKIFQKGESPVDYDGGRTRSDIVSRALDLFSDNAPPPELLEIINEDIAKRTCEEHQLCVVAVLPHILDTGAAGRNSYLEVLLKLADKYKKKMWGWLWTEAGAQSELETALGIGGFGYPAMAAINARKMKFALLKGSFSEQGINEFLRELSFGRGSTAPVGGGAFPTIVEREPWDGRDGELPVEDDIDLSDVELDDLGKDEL
E-sel inducer: E-selectin induction on HUVECs; AID 686992; activation, % at 7.58 µM; 260,000 tested, 0.37% active; HUVEC E-selectin immunofluorescence imaging; normalized: neutral wells 0, TNF-alpha wells 100;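 active means mean E-selectin-positive cell signal at least 10% of the positive control, reached in at least 60% of replicates, without over 20% cell loss; inconclusive means no rule given, readout overlaps actives, possibly toxicity-flagged; inactive means the rest, including those meeting only one limit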;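 further: in these data hits start at about 27%; measured in HUVEC primary endothelial cells; signal is the percent of cells scored E-selectin positive by PE staining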
Target sequence (P16581 whole entry, looked up): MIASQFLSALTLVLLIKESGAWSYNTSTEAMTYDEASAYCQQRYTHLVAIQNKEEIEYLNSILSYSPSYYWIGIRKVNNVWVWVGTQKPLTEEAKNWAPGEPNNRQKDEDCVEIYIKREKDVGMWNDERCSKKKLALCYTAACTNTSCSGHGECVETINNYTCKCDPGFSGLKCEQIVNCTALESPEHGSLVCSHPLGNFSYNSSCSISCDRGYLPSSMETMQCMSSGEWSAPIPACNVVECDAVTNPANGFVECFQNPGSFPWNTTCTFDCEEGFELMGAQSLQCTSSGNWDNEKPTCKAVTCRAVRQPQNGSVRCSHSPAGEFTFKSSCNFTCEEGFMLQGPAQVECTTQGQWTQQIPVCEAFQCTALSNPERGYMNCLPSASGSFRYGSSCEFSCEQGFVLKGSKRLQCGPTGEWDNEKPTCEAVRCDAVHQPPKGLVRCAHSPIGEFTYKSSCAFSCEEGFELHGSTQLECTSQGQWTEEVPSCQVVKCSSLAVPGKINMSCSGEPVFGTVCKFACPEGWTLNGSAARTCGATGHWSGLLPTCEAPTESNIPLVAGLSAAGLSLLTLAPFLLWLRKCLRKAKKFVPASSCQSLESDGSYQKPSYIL
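material = human umbilical vein endothelial cells (HUVEC), E-selectin induction | quantity = 3,000 cells/well | medium = EGM-2 growth medium on 0.1% gelatin-coated wells | technique = immunofluorescence imaging | read-out basis = % PE-positive cells | control set = TNF-alpha positive control, DMSO neutral control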
ERAP1 HTS inh: inhibitors of human ERAP1 aminopeptidase | inhibition, % at 10.7 µM | recombinant ERAP1, Leu-AMC fluorescence, 60 min | Q9NZ08 | AID 652197 | 340,000 tested, 0.15% active;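 active means mean replicate inhibition of at least 30%, or all replicates individually reaching that 30% level; inactive means mean below 30% and not every replicate reaching it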;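 further: 0% = neutral control wells and 100% = L-leucinethiol positive control wells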
* = called active by the depositor; ? = inconclusive; . = no result given.

SMILES	RAD54 branch	Xi reactivation	S100A4 inh HTS	RAD52 inh	esBAF inh	ERp5 block	E-sel inducer	ERAP1 HTS inh
COc1ccc(-c2cccc(NS(=O)(=O)c3cc([N+](=O)[O-])ccc3Cl)c2)nn1	3	-0.1	-7	-8	-3	3	0.1	-3
C[C@H](c1ccccc1)N1C[C@H](COCc2ccccc2)Oc2cc(N3CC[C@@H](N(C)C)C3)ccc2S1(=O)=O	.	0.0	-4	-16	.	0	-0.1	2
COc1cccc(/C=N/Nc2ccc(Cl)nn2)c1OC	-3	0.4	4	-5	.	-1	-0.1	-2
C/C=C/c1ccc([C@@H]2[C@H](CO)N(C(=O)CC)C23CN(S(=O)(=O)CC)C3)cc1	.	-0.1	-8	-28	.	0	0.0	1
Cc1ccsc1C(=O)N1CC=C(c2ccccc2)CC1	1	0.6	5	-13	14	-4	.	2
COc1ccc(C(=O)COc2ccc(NC(C)=O)cc2)cc1	12	.	1	5	0	1	.	-1
CC(C)CC(C(=O)O)N1C(=O)C2C3C=CC(C2C1=O)C1C(=O)N(C(CC(C)C)C(=O)O)C(=O)C31 (configuration not stated)	1	0.0	-13	-17	2	2	.	-4
Cc1cc(NC(=O)CCSc2ccccc2)no1	.	0.8	13	7	.	-7	.	3
C[C@@H](NC(=O)C[C@@H]1CC[C@@H](NC(=O)CN2CCOCC2)[C@@H](CO)O1)c1ccccc1	10	0.4	-14	0	-7	6	0.1	-3
Cn1c(Cc2nc(-c3cnccn3)no2)nnc1SCC(=O)Nc1ccccc1	.	0.1	-2	-15	7	1	-0.1	7
S=C(NCCc1ccccc1)NC1CC2CCC(C1)N2Cc1ccccc1 (configuration not stated)	.	0.0	0	2	-14	3	.	6
O=C1CC/C=C\C[C@@H](CC(=O)N(CCO)Cc2ccccc2)C(=O)N[C@H](Cc2ccccc2)CO1	-9	0.0	1	2	5	2	-0.2	2
Cc1cccc(C(=O)Nc2ncc(CN3CCOCC3)s2)c1	-10	.	-2	-13	-2	-1	.	1
CCOC(=O)C(CC)(CCC(=O)O)c1csc(Nc2ccc(C)cc2)n1 (configuration not stated)	2	0.0	4	-2	-6	?	.	-3
CCC(=O)N(C)C[C@@H]1Oc2ncc(C#CCC3CCCC3)cc2C(=O)N([C@@H](C)CO)C[C@H]1C	3	-1.2	7	1	-1	5	0.0	-1
COc1ccc(CN(C)C[C@@H]2OCCCC[C@@H](C)Oc3ccc(NC(=O)Nc4ccccc4)cc3C(=O)N([C@@H](C)CO)C[C@@H]2C)cc1	-22	0.0	.	.	-10	.	-0.2	.
CC(C)CNC(=O)[C@@]1(C)c2ccccc2C(=O)N(Cc2ccccc2)[C@H]1c1ccc(CO)cc1	-9	.	14	2	.	2	.	4
CC(C)c1ccc(N(CC(=O)NC2CCCCC2)C(=O)CCC(=O)Nc2ccccn2)cc1	-12	0.0	-10	-6	7	-1	0.0	2
CC(C)NC(=O)Nc1ccc2c(c1)C(=O)N([C@H](C)CO)C[C@H](C)[C@H](CN(C)C(=O)Nc1ccccc1)OCCCC[C@@H](C)O2	14	0.2	-3	-14	.	3	.	-3
O=C(Cc1c(Cl)cccc1Cl)N1CCN(S(=O)(=O)c2cccs2)CC1	9	0.0	-4	-24	3	-9	.	0
C[C@H](O)C#Cc1ccc2c(c1)O[C@H](CN(C)C(=O)C1CCC1)[C@@H](C)CN([C@@H](C)CO)S2(=O)=O	0	-0.5	7	12	3	6	-0.1	0
C[C@@H]1CN([C@@H](C)CO)C(=O)c2cc(NC(=O)Cn3cnnn3)ccc2O[C@@H]1CN(C)Cc1ccncc1	-9	0.0	2	-11	1	2	2.3	-2
O=S(=O)(NCCc1cn2ccccc2n1)c1cccs1	8	0.0	4	-8	17	-2	.	-1
COc1ccc(S(=O)(=O)Nc2cccc3c2O[C@@H](CN(C)S(=O)(=O)c2ccc(OC)cc2)[C@@H](C)CN([C@@H](C)CO)C3=O)cc1	.	0.0	3	.	.	.	-0.2	-2
C[C@@H]1CN([C@H](C)CO)C(=O)Cc2cc(NC(=O)CCCCCC(=O)Nc3ccccc3N)ccc2O[C@@H]1CN(C)C	.	-0.1	10	5	.	1	0.9	0
CN(CC(=O)Nc1ccccc1Cl)C(=O)CN1C(=O)C2CCCCC2C1=O (configuration not stated)	-1	0.1	-9	1	6	3	11	0
CCc1ccc(CN(C)C(=O)c2cc(S(=O)(=O)N3CCN(CC)CC3)ccc2Cl)cc1	.	0.2	1	15	2	5	-2.3	0
O=C(N[C@H](C(=O)N1CCC[C@H]1C(=O)NC1CCCC1)C1CCCCC1)c1cccs1	.	0.3	-13	-8	.	4	0.3	4
Cn1cc([C@]2(O)C(=O)Nc3c(F)cccc32)c2ccccc21	.	0.2	-1	-1	.	-2	12	.
CCC(C)OC(=O)c1[nH]c2c(c1C)C(=O)CC(c1ccc(N(C)C)cc1)C2 (configuration not stated)	-9	0.3	-3	-21	34	5	0.0	.
O=C(c1cc2ccccc2o1)N1CCC(N2CCC(C(=O)N3CCCC3)CC2)CC1	.	0.0	-25	-27	.	-8	.	2
CC1CCc2nc(NC(=O)C3COc4ccccc4O3)sc2C1 (configuration not stated)	11	0.3	-1	16	-60	0	-0.8	-1
C[C@@H]1CN([C@H](C)CO)C(=O)c2cccc(NC(=O)C3CC3)c2O[C@H]1CN(C)Cc1ccc(C(=O)Nc2ccccc2N)cc1	5	0.0	-11	9	-10	-7	0.0	1
C[C@@H]1CN([C@H](C)CO)C(=O)Cc2cc(NS(=O)(=O)c3cccs3)ccc2O[C@@H]1CN(C)Cc1ccc(C(F)(F)F)cc1	5	0.0	-34	-6	5	11	7.7	0
CO[C@@H]1CN(C)C(=O)c2ccc(NS(=O)(=O)c3cccc(Cl)c3)cc2OC[C@@H](C)NC[C@H]1C	-9	0.2	-13	-19	-3	-4	-0.1	-1
C[C@H](NC(=O)c1nc[nH]c1C(=O)NC[C@@H](C)O)c1ccccc1	3	0.0	-2	2	1	2	0.4	3
COc1cc(OC)cc(-n2nnnc2SCC(=O)NCc2cccs2)c1	.	0.1	6	6	.	0	0.9	1
NS(=O)(=O)c1ccc(NC(=O)/C=C/c2ccccc2[N+](=O)[O-])cc1	.	0.0	2	-8	.	-3	.	8
C=CCNC(=O)[C@H]1[C@@H]2C(=O)O[C@@H](c3ccccc3)[C@@H](c3ccccc3)N2[C@@H](c2ccc(OCCO)cc2)[C@]12C(=O)Nc1ccc(C#CCC(C(=O)OC)C(=O)OC)cc12	-3	.	-4	-16	.	2	.	2
COc1ccc(S(=O)(=O)N(C)C[C@@H]2Oc3ccc(NC(=O)Nc4ccc(C(F)(F)F)cc4)cc3CC(=O)N([C@@H](C)CO)C[C@H]2C)cc1	-4	-0.6	-12	-3	-1	6	0.6	-2

Some values from the entries so far:
In E-sel inducer, `C[C@@H]1CN([C@@H](C)CO)C(=O)c2cc(NC(=O)Cn3cnnn3)ccc2O[C@@H]1CN(C)Cc1ccncc1` has the entry 2.3
In RAD52 inh, `NS(=O)(=O)c1ccc(NC(=O)/C=C/c2ccccc2[N+](=O)[O-])cc1` has the entry -8
In ERp5 block, `COc1ccc(-c2cccc(NS(=O)(=O)c3cc([N+](=O)[O-])ccc3Cl)c2)nn1` has the entry 3
In ERAP1 HTS inh, `CC(C)CNC(=O)[C@@]1(C)c2ccccc2C(=O)N(Cc2ccccc2)[C@H]1c1ccc(CO)cc1` has the entry 4
In RAD54 branch, `C=CCNC(=O)[C@H]1[C@@H]2C(=O)O[C@@H](c3ccccc3)[C@@H](c3ccccc3)N2[C@@H](c2ccc(OCCO)cc2)[C@]12C(=O)Nc1ccc(C#CCC(C(=O)OC)C(=O)OC)cc12` has the entry -3

Further compounds:
SMILES	RAD54 branch	Xi reactivation	S100A4 inh HTS	RAD52 inh	esBAF inh	ERp5 block	E-sel inducer	ERAP1 HTS inh
CC(C)(C)NC(=O)Nc1cccc(Cl)c1Cl	.	0.0	3	-3	.	-11	.	7
Brc1ccc(-c2nn[nH]n2)cc1	1	0.2	0	-13	-5	-1	.	-1
O=C(O)c1cc2c(o1)CCC/C2=N\O	0	.	-1	-13	-4	-2	.	2
O=C(CC1CC1)N1CC2(C1)[C@H](c1ccccc1)[C@H](CO)N2CC1CCOCC1	.	0.0	0	10	.	4	-0.2	-1
Cc1cccc(NC(=O)CSc2nc(N)c(NC(=O)c3cccs3)c(=O)[nH]2)c1	4	0.2	1	-9	-7	2	3.3	8
O=C(Nc1ccc(F)cc1)Nc1nnc(-c2ccco2)s1	.	0.0	3	-8	.	6	.	-2
CC(O)CNc1nc2c(c(=O)n(C)c(=O)n2C)n1C/C=C/c1ccccc1 (configuration not stated)	.	.	0	5	-3	0	.	-3

Compound profiles, from the list above. Order of screens: RAD54 branch	Xi reactivation	S100A4 inh HTS	RAD52 inh	esBAF inh	ERp5 block	E-sel inducer	ERAP1 HTS inh
Cc1cccc(NC(=O)CSc2nc(N)c(NC(=O)c3cccs3)c(=O)[nH]2)c1 is entered as 4	0.2	1	-9	-7	2	3.3	8
O=C1CC/C=C\C[C@@H](CC(=O)N(CCO)Cc2ccccc2)C(=O)N[C@H](Cc2ccccc2)CO1 is entered as -9	0.0	1	2	5	2	-0.2	2

Nothing new here: 6 of the compounds above.
SMILES	RAD54 branch	Xi reactivation	S100A4 inh HTS	RAD52 inh	esBAF inh	ERp5 block	E-sel inducer	ERAP1 HTS inh
Brc1ccc(-c2nn[nH]n2)cc1	1	0.2	0	-13	-5	-1	.	-1
O=C(O)c1cc2c(o1)CCC/C2=N\O	0	.	-1	-13	-4	-2	.	2
O=C(CC1CC1)N1CC2(C1)[C@H](c1ccccc1)[C@H](CO)N2CC1CCOCC1	.	0.0	0	10	.	4	-0.2	-1
Cc1cccc(NC(=O)CSc2nc(N)c(NC(=O)c3cccs3)c(=O)[nH]2)c1	4	0.2	1	-9	-7	2	3.3	8
O=C(Nc1ccc(F)cc1)Nc1nnc(-c2ccco2)s1	.	0.0	3	-8	.	6	.	-2
CC(O)CNc1nc2c(c(=O)n(C)c(=O)n2C)n1C/C=C/c1ccccc1 (configuration not stated)	.	.	0	5	-3	0	.	-3
